PKM2 activator: PKM2 (human) enzyme activation; purified PKM2, Kinase-Glo ATP luminescence, activation; response scale: 0% is enzyme alone, no compound; Potency, µM (doses to about 57.5 µM), inactives show at the top dose activation, usual class: activators; 260,000 compounds, 0.34% hits; AID 1631; further: potency means the concentration at half of the fitted maximal effect; on the % scale 0 is the no-effect control and ±100 the full control effect; nearly all actives have a fitted effect of over 55% in size
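ATP formation by purified human PK-M2, quantified via coupled luciferase luminescence after 1 h at room temperature with 0.1 mM ADP and 0.5 mM PEP final.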
BCR signal inh: blocks chronic active B-cell receptor signaling | ABC-DLBCL IkBa-CBG/CBR reporter, luminescence ratio, 4 h | AID 493014 | Potency, µM (titrated, usually from 46.1 µM), for the others: top-dose ratio change, negative = lower green/red ratio, usual class: inhibitors | 340,000 compounds, 0.05% hits; active means well fitted inhibition curve with a large enough effect in the signal ratio, with a control signal flat, not every such curve was filed as active; inconclusive means small, poorly fitted or top-dose-only effect, or effect the other way, or a change in a side signal; the % refers to the signal ratio;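 further: potency means the concentration at half of the fitted maximal effect; plate controls were basal doxycycline-induced cells for no effect and cells given 10 µM MG132 for full effect; MG132 reads +100%, hits lower the ratio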
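TMD8 ABC-DLBCL cells carrying doxycycline-inducible green luciferase fused to IkappaBalpha plus unfused red luciferase were exposed to compounds (up to 46 uM) for 4 hrs at 37C. Activity came from the overlap-corrected green/red luminescence ratio.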
ASM inhibitor: blocks human secretory acid sphingomyelinase | P17405 | placental ASM, HMU-PC fluorogenic substrate, 60 min | Potency, µM (titrated, usually from 57.5 µM), for the others: at the top dose activity change, negative = inhibition, usual class: inhibitors | 340,000 compounds, 0.006% hits | AID 504937; further: potency means the concentration at half of the fitted maximal effect
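Fluorescence read-out (Ex 386 nm, Em 447 nm) after stopping the reaction at pH 10. Enzyme: ASM from human placenta; substrate HMU-PC0, 9 uM final; 60 min, 37 °C. Compound preincubation 10 min, ambient temperature.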
Menin-MLL TR inh: displaces Texas Red mutant MLL peptide from human menin. O00255. Potency, µM (doses to about 61.6 µM), for inactives: top-dose FP activity change, negative = inhibition, usual class: inhibitors. 270,000 compounds, 0.23% hits. Menin + Texas Red MLL mutant peptide, fluorescence polarization. AID 1768; active means well fitted inhibition curve with a large enough effect in the polarisation, with a control signal flat, not every such curve was filed as active; inconclusive means small, poorly fitted or top-dose-only effect, or effect the other way, or a change in a side signal; inactive means no such curve, though single readings can be large or run the other way; the % refers to the polarisation; further: potency means the concentration at half of the fitted maximal effect; % of control where 0% means no effect; many of its hits are not listed in these tables
Mito fusion act: inhibitors of mitochondrial division or activators of mitochondrial fusion | 320,000 compounds, 0.23% hits | S. cerevisiae fusion-defective mutant growth rescue, CellTiterGlo 48 h | Potency, µM (highest dose often 46.1 µM), without a hit: top-dose growth rescue (activation), most hits filed as activators;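 further: potency means the concentration at half of the fitted maximal effect; % of control where 0% means no effect; nearly all actives have a fitted effect of over 45% in size; temperature-sensitive fusion mutants such as fzo1-1 at 37 °C on non-fermentable ethanol glycerol medium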
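Temperature-sensitive fusion-defective S. cerevisiae (e.g. fzo1-1, mgm1-5) were grown with compound in YPEG medium (3% ethanol, 3% glycerol) for 48 hours at 37C. Growth rescue was measured as viability by CellTiterGlo luminescence after 10 minutes at ambient.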
USP2a block: inhibitors of human ubiquitin-specific protease USP2a; 330,000 compounds, 0.01% hits; O75604; Potency, µM (top dose mostly 38.3 µM), inactives show at the highest dose activity change, negative = inhibition, actives largely listed as inhibitors; USP2 core, Ub-CHOP2 coupled fluorogenic reporter, 485/531;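 further: potency means the concentration at half of the fitted maximal effect; plate controls were DMSO wells for no effect and full inhibition by NEM control for full effect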
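USP2 core (10nM final) preincubated 30min RT with compound in 20mM Tris-HCl pH 8.0, 2mM CaCl2, 2mM beta-mercaptoethanol, 0.05% CHAPS; 25nM Ub-CHOP2 plus 25nM reporter substrate added, fluorescence (Ex485/Em531) read after 60min.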
TSHR antagonist: blocks TSH signaling through the human TSH receptor; P16473; TSHR-expressing cells, TSH-stimulated cAMP HTRF, 2 h; active compounds read low; activity change, negative = inhibition, % at 11.5 µM; 330,000 compounds, 0.2% hits;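 active means activity change below a set negative limit, meaning inhibition stronger than a set level, cut at about -70% in these data; inconclusive means activity change between two set negative limits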; further: on the % scale 0 is the no-effect control and ±100 the full control effect
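TSHR-expressing cells were treated with compounds, then stimulated with TSH at EC80 (4nM final) for 2 hours at 37 deg C. Cellular cAMP was measured by HTRF competition between lysate cAMP and cAMP-d2 for a cryptate-labelled anti-cAMP antibody.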
MBNL1 CUG block: blocks human MBNL1 binding to CUG repeat RNA; 280,000 compounds, 0.036% hits; TR-FRET MBNL1-His/biotin-(CUG)12 binding, 665/545 ratio; Q9NR56; AID 2675; Potency, µM (series often up to 57.5 µM), for the others: top-dose activity change, negative = inhibition, hits mostly inhibitors; active means well fitted inhibition curve with a large enough effect in the signal ratio, with a control signal flat, not every such curve was filed as active; inconclusive means small, poorly fitted or top-dose-only effect, or effect the other way, or a change in a side signal; inactive means no such curve, though single readings can be large or run the other way; the % refers to the signal ratio; further: potency means the concentration at half of the fitted maximal effect; on the % scale 0 is the no-effect control and ±100 the full control effect
Target sequence (Q9NR56 whole entry, looked up): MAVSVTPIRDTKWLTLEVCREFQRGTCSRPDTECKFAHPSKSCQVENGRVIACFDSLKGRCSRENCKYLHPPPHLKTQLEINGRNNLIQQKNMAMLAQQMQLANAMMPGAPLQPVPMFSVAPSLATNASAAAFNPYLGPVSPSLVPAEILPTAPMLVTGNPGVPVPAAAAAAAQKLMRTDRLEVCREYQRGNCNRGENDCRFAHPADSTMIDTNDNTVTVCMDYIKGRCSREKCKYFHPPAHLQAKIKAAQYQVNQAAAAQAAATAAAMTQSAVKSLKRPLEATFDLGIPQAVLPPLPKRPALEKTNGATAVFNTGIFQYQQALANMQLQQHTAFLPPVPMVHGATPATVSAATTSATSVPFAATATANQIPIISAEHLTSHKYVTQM
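Compound titration spanned 92 nM–58 uM against the MBNL1-His/biotin-(CUG)12 complex. After 60 min at room temperature with 5 nM streptavidin-XL665 and 0.055 ng/ul terbium anti-His, ratiometric 665/545 nm emission (Ex 340 nm) normalized to controls.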
hERG WT inh: inhibitors of human wildtype KCNH2 potassium channel. U2OS, BacMam KCNH2, thallium flux FluxOr; active compounds read low. AID 720551. 340,000 compounds, 0.37% hits. activity change, % at 1.84 µM;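 active means maximum activity change below -70%; inconclusive means maximum activity change between -70% and -50%; inactive means maximum activity change above -50%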; further: on the % scale 0 is the no-effect control and ±100 the full control effect
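U2OS cells were transduced with wild-type KCNH2 virus (2.03 x 10^8 / mL) for 4 h at room temperature, then cultured overnight at 37 C. Thallium flux was read with FluxOr dye. Rate constants were normalized to DMSO controls.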
Eya2 inh: inhibitors of human Eya2 phosphatase activity; Potency, µM (doses to about 76.9 µM), inactives show at the top dose activity, negative = inhibition, usual class: inhibitors; O00167; 330,000 compounds, 0.006% hits; recombinant Eya2, OMFP fluorescence dephosphorylation (OMFP is methylfluorescein phosphate); further: potency means the concentration at half of the fitted maximal effect; on the % scale 0 is the no-effect control and ±100 the full control effect
Target sequence (O00167 whole entry, looked up): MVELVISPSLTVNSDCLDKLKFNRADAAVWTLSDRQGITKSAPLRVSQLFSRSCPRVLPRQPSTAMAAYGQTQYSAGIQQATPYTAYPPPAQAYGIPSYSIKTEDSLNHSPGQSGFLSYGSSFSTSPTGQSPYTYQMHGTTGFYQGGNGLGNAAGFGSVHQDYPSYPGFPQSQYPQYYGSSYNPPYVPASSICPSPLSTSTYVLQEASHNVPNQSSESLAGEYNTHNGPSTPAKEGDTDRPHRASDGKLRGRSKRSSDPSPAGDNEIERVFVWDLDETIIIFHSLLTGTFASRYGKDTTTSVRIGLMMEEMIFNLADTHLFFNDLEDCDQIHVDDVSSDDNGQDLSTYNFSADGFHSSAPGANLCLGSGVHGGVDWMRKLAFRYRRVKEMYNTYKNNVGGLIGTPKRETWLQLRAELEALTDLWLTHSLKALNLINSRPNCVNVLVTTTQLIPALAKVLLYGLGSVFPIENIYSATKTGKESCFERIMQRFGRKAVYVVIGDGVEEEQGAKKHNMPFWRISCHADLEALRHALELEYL
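Eya2 protein (added as 0.2 uM solution) was preincubated with compound for 10 min at ambient temperature in 50 mM HEPES pH 7.5, 50 mM NaCl, 5 uM MgCl2, 0.05% BSA, 1 mM DTT. OMFP (added at 50 uM) then reacted 10 min; fluorescence read at 485/525 nm.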
GALK inh: inhibitors of human galactokinase; P51570; Purified GALK, Kinase-Glo residual ATP luminescence; Potency, µM (highest dose often 57.5 µM), without a hit: top-dose activity change, negative = inhibition, usual class: inhibitors; 270,000 compounds, 0.007% hits; AID 1868; further: potency means the concentration at half of the fitted maximal effect; on the % scale 0 is the no-effect control and ±100 the full control effect
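Luminescence from leftover ATP (Ultra-Glo luciferase/luciferin) served as read-out after a 1 h room-temperature reaction of 5 nM GALK with 35 uM ATP and 100 uM galactose.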
An asterisk follows results filed as active; ? = inconclusive; . = not tested or not shown; [ ] = remark or other dose. Unless noted, the call rests on the fitted dose curve; in most records, active means well fitted curve in the direction sought with a large enough effect; inconclusive means small, poorly fitted or top-dose-only effect, or another doubt; inactive means no such curve, though single readings can be large; an effect the other way counts as inactive or inconclusive. This is a subset (hit frequency here may not be typical).

molecule	PKM2 activator	BCR signal inh	ASM inhibitor	Menin-MLL TR inh	Mito fusion act	USP2a block	TSHR antagonist	MBNL1 CUG block	hERG WT inh	Eya2 inh	GALK inh
CCN(CC)CCCNC(=O)c1cc2c(-c3cccc(OC)c3)nn(C)c2s1	.	?	-2%	?	-2%	-1%	8	-18%	-2	-12%	.
COc1ccc(-c2nnnn2C)cc1S(=O)(=O)NCCc1ccccc1	5%	-2%	2%	0%	1%	0%	-8	-12%	-5	5%	2%
COc1ccc(S(=O)(=O)Nc2c(C)n(C)n(-c3ccccc3)c2=O)cc1Br	.	0%	3%	-10%	3%	3%	-15	-3%	-2	13%	1%
CCOc1ccc(NC(=O)N(CCN(C)C)C(C)c2ccncc2)cc1 (stereo unspecified)	0%	6%	3%	-2%[11.7 µM]	-3%	0%	-5	-2%	0	7%	2%
CS(=O)(=O)c1ccc2nc(NC(NC(=O)c3ccco3)(C(F)(F)F)C(F)(F)F)sc2c1	0%	-1%	-2%	20%	1%	1%	-3	-8%	-5	-13%	1%
COc1ccccc1OCCC(=O)OCC(=O)NC(=O)NC(C)(C)C	-2%	?	-2%	-9%	-1%	4%	1	7%	-4	-2%	6%
CC(=O)c1c(C)[nH]c(C(=O)Nc2ccc(Cl)cc2F)c1C	?	9%	0%	-1%	10%	1%	1	104%[activator]	5	-7%	0%
Cc1cc(-c2ccccc2)nc2c(Br)c(=O)[nH]n12	0%	2%	4%	?	1%	3%	3	15%	3	-13%	-2%
O=C(Nc1cccc(S(=O)(=O)N2CCCCC2)c1)c1ccc2ccccc2n1	-3%	13%	-1%	-10%	6%	1%	-11	12%	-7	5%	.
Fc1cccc(-n2c(-c3cccs3)nc3nc4ccccc4nc32)c1	0%	0%	.	.	4%	14%	-14	3%	.	?	4%

3 neighbouring compounds out of the list so far, quoted:
molecule	PKM2 activator	BCR signal inh	ASM inhibitor	Menin-MLL TR inh	Mito fusion act	USP2a block	TSHR antagonist	MBNL1 CUG block	hERG WT inh	Eya2 inh	GALK inh
CCN(CC)CCCNC(=O)c1cc2c(-c3cccc(OC)c3)nn(C)c2s1	.	?	-2%	?	-2%	-1%	8	-18%	-2	-12%	.
COc1ccc(-c2nnnn2C)cc1S(=O)(=O)NCCc1ccccc1	5%	-2%	2%	0%	1%	0%	-8	-12%	-5	5%	2%
COc1ccc(S(=O)(=O)Nc2c(C)n(C)n(-c3ccccc3)c2=O)cc1Br	.	0%	3%	-10%	3%	3%	-15	-3%	-2	13%	1%

Next section:
molecule	PKM2 activator	BCR signal inh	ASM inhibitor	Menin-MLL TR inh	Mito fusion act	USP2a block	TSHR antagonist	MBNL1 CUG block	hERG WT inh	Eya2 inh	GALK inh
CCOc1ccc(N(CC(=O)Nc2ccccc2F)S(=O)(=O)c2c(C)[nH]c(=O)[nH]c2=O)cc1	.	1%	-1%	.	-6%	-1%	-1	-3%	-7	-3%	7%
CCCC(C)C(=O)Nc1nnc(C)s1 (stereo unspecified)	-2%	4%	9%	10%	1%	-1%	-5	6%	0	11%	-1%
COc1ccc(C)cc1NC(=O)C(OC(=O)CNC(=O)c1ccc(Oc2ccccc2)cc1)c1ccccc1 (stereo unspecified)	-9%	7%	0%	-7%	1%	1%	0	.	13	5%	-2%
COc1ccc(-c2cc(C(=O)Nc3ccccc3)on2)cc1	-1%	?	1%	14%	1%	1%	-11	14%	-3	2%	-4%
Cc1cc(-c2ccc(C)c(S(=O)(=O)NCCCN3CCN(c4ccccc4F)CC3)c2)on1	.	?	-1%	.	-1%	2%	1	-27%	13	-2%	-9%
O=C(Nc1ccccc1C(=O)NCc1ccccc1)c1ccccc1	-1%	3%	?	?	3%	-1%	-11	-5%	-4	5%	3%
CCN(CC)CCNC(=O)C1CCN(S(=O)(=O)N2CCCCC2)CC1	-6%	-4%	4%	15%	-7%	-1%	2	-4%	2	1%	0%
COc1ccc(-c2csc(NCc3ccco3)n2)cc1	5%	-1%	-3%	?	-12%	-1%	5	-1%	-18	16%	1%
CCCCC(=O)N(CCOC)c1nnc(-c2ccc(OC)cc2)s1	-3%	3%	-2%	-11%	15%	-2%	0	0%	-9	-26%	-1%
CC(=O)Nc1ccc(NC(=O)CCOc2cc(C)ccc2C)cc1	.	4%	-4%	.	9%	0%	21	-10%	-9	-3%	-1%
COCCOC(=O)C1=C(C)NC(C)=C(C(=O)OCCOC)C1/C=C/c1ccccc1OC	4%	?	155%[activator]	.	-2%	-10%	6	.	-7	-23%	-2%
Cc1c(S(=O)(=O)NC(C)c2ccccc2)c(=O)n(C)c(=O)n1C (stereo unspecified)	-3%	2%	5%	.	1%	0%	-8	-5%	-4	-14%	3%
CCOC(=O)c1sc(NC(=O)CC(C)c2ccccc2)nc1C (stereo unspecified)	0%[11.5 µM]	?	4%	?	6%	3%	43	18%	6	12%	-3%
Cc1ccc(NC(=O)CNCc2cccs2)cc1Br	.	?	-3%	-22%	-7%	0%	-6	-1%	3	?	1%
O=C(NCc1cccnc1)Nc1ccc(Br)cc1Cl	-1%	1%	-1%	.	2%	2%	11	1%	0	-3%	-3%
COc1cccc(CNC(=O)CN2c3cccc4cccc(c34)S2(=O)=O)c1	.	?	23%	.	-11%	-4%	-6	.	7	-9%	.
CC(NC(=O)Nc1ccc(Cl)cc1)c1ccc2c(c1)OCO2 (stereo unspecified)	7%	4%	-4%	14%	-9%	2%	-12	-4%	-9	4%	6%
Cc1cccc(-c2noc(-c3ccc(Cl)cc3[N+](=O)[O-])n2)c1	0%	?	0%	17%	6%	3%	-3	.	8	-9%	0%
O=C(NC(=S)NN1CCOCC1)c1cc(Br)ccc1Cl	.	?	2%	.	.	0%	.	.	-15	-1%	.
CCCCCN(C(=O)NC(=O)Nc1nncs1)S(C)(=O)=O	-1%	5%	0%	-3%	1%	-1%	-3	-1%	-2	-7%[15.4 µM]	3%
COc1ccc(NS(=O)(=O)c2cccc(C(=O)NN=Cc3ccc(OC)cc3OC)c2)cc1	.	?	-8%	.	.	-10%	4	.	-14	3%	.
Cc1ccccc1S(=O)(=O)Nc1ncnc2ccccc12	?	0%	205%[activator]	-2%	27%	-2%	1	3%	-5	-1%	0%
ClCc1ncc(-c2ccc(Cl)cc2)o1	0%	?	0%	7%	-11%	0%	-9	3%	-7	7%	0%
CC(=O)c1ccc(-c2ccc(C(=O)Nc3nc(C)c(C(C)=O)s3)o2)cc1	.	7%	-2%	.	1%	1%	14	.	0	5%	.
CC(=O)c1sc(NC(=O)CCS(=O)(=O)c2ccc(Cl)cc2)nc1C	.	?	0%	.	9%	-3%	-7	.	-7	32%	.
CCN(CC)CCNC(=O)c1ccc2c(=O)n(C3CCCC3)c(=S)[nH]c2c1	0%	3%	-2%	-7%	2%	-1%	6	-9%	62	19%	0%
COc1cccc(NC(=O)CCC2CCN(C(=O)c3scnc3C)CC2)c1	0%	0%	3%	.	0%	0%	-8	0%	-3	-18%	-4%
N#CCc1c(C#N)c(N)nc(N2CCN(Cc3ccc4c(c3)OCO4)CC2)c1C#N	-3%	7%	-1%	.	0%	-2%	-3	10%	5	-16%	-3%
COC(=O)/C(=N\Nc1ccccc1)Sc1nnc(-c2ccc(OC)cc2)n1C	-12%	1%	4%	-3%	6%	4%	-2	-8%	1	-11%	0%
C1CCc2c(nnc3c2-c2nonc2CC3)C1	-1%	3%	0%	11%	-5%	6%	-9	?	4	19%	5%
